FBW7 activator = activators of human E3 ligase FBW7; AID 1259310; normalized activity (activation), % at 26.1 µM; Q969H0; actives 0.13% (n = 650,000); AlphaScreen FBW7–phospho-cyclin E peptide binding, activator screen; in the data active = normalized activity above about 1.9%;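 also: purified mutant Fbw7 with reduced substrate affinity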
Target sequence (Q969H0 whole entry, looked up): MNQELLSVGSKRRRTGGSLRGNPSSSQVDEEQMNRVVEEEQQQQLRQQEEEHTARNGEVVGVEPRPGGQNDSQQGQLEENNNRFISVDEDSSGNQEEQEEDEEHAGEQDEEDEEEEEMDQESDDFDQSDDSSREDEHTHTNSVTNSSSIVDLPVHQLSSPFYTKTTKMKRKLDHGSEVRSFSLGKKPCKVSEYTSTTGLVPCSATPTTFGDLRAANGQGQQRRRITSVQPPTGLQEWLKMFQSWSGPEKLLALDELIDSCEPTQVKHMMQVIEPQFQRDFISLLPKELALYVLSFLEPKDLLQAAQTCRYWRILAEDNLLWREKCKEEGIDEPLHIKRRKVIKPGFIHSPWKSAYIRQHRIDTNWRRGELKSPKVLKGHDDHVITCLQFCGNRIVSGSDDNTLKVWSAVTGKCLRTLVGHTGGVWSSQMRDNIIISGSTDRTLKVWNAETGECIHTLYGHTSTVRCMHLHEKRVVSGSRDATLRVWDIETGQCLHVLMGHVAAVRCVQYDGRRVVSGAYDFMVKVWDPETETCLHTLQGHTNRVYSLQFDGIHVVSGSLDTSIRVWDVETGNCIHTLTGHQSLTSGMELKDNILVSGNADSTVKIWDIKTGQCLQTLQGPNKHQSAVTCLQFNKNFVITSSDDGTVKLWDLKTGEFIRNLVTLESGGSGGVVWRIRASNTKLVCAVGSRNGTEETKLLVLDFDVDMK
TEAD-YAP inh = TEAD-YAP interaction inhibition; inhibition, % at 9.12 µM; HEK-TIYL cells, TEAD-Gal4/YAP UAS-luciferase luminescence; actives 1.4% (n = 640,000); AID 1259422; in the data active = inhibition above about 32%;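 also: 0% = median of test compound wells and 100% = reference inhibitor wells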
MITF inh = human MITF inhibition, primary screen; inhibition, % at 2.6 µM; AlphaScreen MITF homodimerization, bead proximity signal; AID 1259374; actives 0.91% (n = 650,000); in the data active = inhibition above about 50%;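 also: 0% = vehicle wells with protein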
GPR151 activ = human GPR151 activation; Q8TDV0; PathHunter beta-arrestin GPR151 cells, luminescence; activation, % at 11.2 µM; actives 1% (n = 650,000); AID 1508602; in the data active = activation above about 4.9%;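 also: 0% = median of compound wells and 100% = cells with positive control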
Target sequence (Q8TDV0 whole entry, looked up): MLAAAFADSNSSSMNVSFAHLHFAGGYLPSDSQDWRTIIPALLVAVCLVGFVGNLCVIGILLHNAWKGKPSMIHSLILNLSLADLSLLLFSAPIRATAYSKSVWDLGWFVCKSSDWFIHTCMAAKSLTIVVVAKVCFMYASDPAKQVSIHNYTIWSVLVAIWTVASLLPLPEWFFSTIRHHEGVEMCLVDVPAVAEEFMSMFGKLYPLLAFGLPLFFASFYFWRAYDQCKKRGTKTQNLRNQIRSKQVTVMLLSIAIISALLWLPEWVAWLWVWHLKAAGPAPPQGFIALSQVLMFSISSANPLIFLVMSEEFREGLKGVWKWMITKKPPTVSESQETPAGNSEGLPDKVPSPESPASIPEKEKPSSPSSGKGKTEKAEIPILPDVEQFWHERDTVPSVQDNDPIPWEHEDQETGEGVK
Active calls of the source: *.

Molecule | FBW7 activator | TEAD-YAP inh | MITF inh | GPR151 activ
COC1CCN(c2nc3nonc3nc2NCc2cccs2)CC1 | 0.0 | -27 | 6 | 8.8*
Cc1ccc(NC(=O)c2cc(S(=O)(=O)N3CCCCC3)c[nH]2)cc1N(C)C | 0.1 | 2 | 1 | -0.7
CCOC(=O)c1c(NC(=O)Cc2ccc(Cl)cc2)sc(C(C)=O)c1C | -0.1 | -2 | 0 | 0.6
CCOc1ccc(Cn2nnc(C(=O)Nc3ccc(Cl)cc3)c2N)cc1 | 0.2 | 3 | 10 | -0.2
CCOC(=O)C1=CN(Cc2ccc(F)cc2)C=C(C(=O)OCC)C1c1cc(OC)c(O)c(OC)c1 | -0.1 | 7 | 5 | 1.5
COC(=O)C(CC(C)C)NC(=O)C1c2ccccc2Oc2ccccc21 (stereo not given) | -0.1 | 7 | 0 | 0.5
O=C(NCCN1CCN(C(=O)c2ccc(Cl)cc2Cl)CC1)C(=O)Nc1ccc(Cl)cc1 | 0.1 | -4 | 6 | 3.1
COc1cccc(C(=O)NC(C)c2nnc3n2CCN(Cc2ccccc2)CC3)c1 (stereo not given) | 0.7 | 10 | -1 | 0.1
Cc1[nH]n(-c2cccc(Cl)c2)c(=O)c1/C=N/Nc1cccc(Cl)c1 | 0.0 | 6 | 0 | 1.6
CC1=C(C(=O)Nc2ccc(C)cn2)C(c2ccc(Br)cc2)C2=C(CCCC2=O)N1 (stereo not given) | 0.0 | -2 | -11 | 2.1
O=C(Nc1ccc2c(c1)N(S(=O)(=O)c1cccs1)CCC2)c1ccccc1Br | -0.1 | 3 | -6 | -2.2
COc1ccc(N2CC(C(=O)OC(C)C(=O)c3ccc(C)cc3)CC2=O)cc1 (stereo not given) | 0.1 | 6 | -2 | 0.3
CC(=O)c1ccc(NC(=O)CN(C)CC(=O)Nc2ccc(Cl)c(Cl)c2)cc1 | -0.1 | 3 | -17 | -0.4
C/C=C/CSc1nc2c(c(=O)[nH]c(=O)n2C)n1C(C)C | -0.1 | -5 | 12 | -1.1
Cn1c(=O)c2nc(-c3ccc(Br)cc3)oc2c2ccccc21 | -0.1 | -2 | -7 | -0.5
CC(=O)NC1(c2ccccc2)CCN(C(=O)C2CC2)CC1 | -0.2 | 2 | -9 | 3.2
CCOC(=O)C1=C(C)N=C2SC(C)C(=O)N2C1c1ccccc1[N+](=O)[O-] (stereo not given) | 0.3 | 14 | 11 | -0.6
COC(=O)CSc1nnc(CSc2nc(C)cc(C)n2)n1CCc1ccccc1 | 0.1 | -12 | -8 | -1.4
COc1ccc(CCn2nnnc2C(CC(C)C)N2CCN(C)CC2)cc1OC (stereo not given) | 0.0 | 2 | 10 | 2.0
COc1cc(OC)cc(C(=O)NCC2CCCN(C(=O)CCSC)C2)c1 (stereo not given) | -0.1 | 3 | 14 | 0.7
COC(=O)C(C)n1c(O)c(/C=C2\C=Nc3ccc(Br)cc32)sc1=O (stereo not given) | -0.2 | -11 | -6 | 2.1
Cc1nc(C)n(-c2ccc(Nc3nccc(-c4cccc(-n5cccn5)c4)n3)cc2)n1 | 0.6 | 8 | 20 | -0.7
CC(C)(C)Nc1nc(-n2c(C(F)(F)F)nc3ccccc32)nc(-n2c(C(F)(F)F)nc3ccccc32)n1 | 0.4 | 6 | 11 | 0.6
CCCc1nc(N)c(C#N)c(-c2cccnc2)c1CC | 0.0 | -13 | 8 | 0.3
Cc1ccc(C2CCCCC2)c(O)c1 | 0.2 | 3 | 2 | -0.4
C#CCOCC1CCCN(S(=O)(=O)Cc2ccccc2)C1 (stereo not given) | 0.0 | -2 | -11 | -0.6
Nc1nc(-c2ccc3c(c2)NC(=O)CO3)cs1 | 0.1 | -10 | 13 | -0.5
COCCn1c(=NC(=O)CN2C(=O)CCC2=O)sc2cc(C)ccc21 | 0.6 | 1 | -1 | -1.3
O=C(CC(NS(=O)(=O)c1ccc(Br)cc1)c1cccs1)NCCc1ccccc1 (stereo not given) | -0.1 | 7 | -2 | 0.1
C=CC(C)(O)CC1C(C)(O)CCC2C(C)(C)CCCC21C (stereo not given) | -0.1 | 12 | 4 | 2.1
CCCCNC(=O)c1cnn2c(C(F)(F)F)cc(-c3cccs3)nc12 | 0.0 | -5 | 4 | -0.6
O=C(CSc1nc2ccccc2c(=O)n1CC1COc2ccccc2O1)N1CCCCCC1 (stereo not given) | -0.1 | -6 | -3 | -0.2
Cc1[nH]nc2c1C(c1cc(COc3ccc(F)cc3)c(C)s1)C(C#N)=C(N)O2 (stereo not given) | -0.1 | 2 | 19 | -1.1
O=S1(=O)N=C(CCNCCC2=NS(=O)(=O)c3ccccc3N2)Nc2ccccc21 | -0.3 | -7 | 2 | 1.5
O=C(CSc1nccn1Cc1ccco1)NC1CCCCC1 | 0.2 | -1 | 0 | -0.7
O=C(NC1CCCCCC1)c1cccc(S(=O)(=O)N2CCCCC2)c1 | -0.1 | -9 | -2 | 3.2
CCCCOC(=O)c1ccc(NC(=O)COc2ccc3ccccc3c2)cc1 | -0.1 | 12 | 3 | 1.0
CCN(CC)CCCC(C)NC(=O)C(=O)c1c[nH]c2ccccc12 (stereo not given) | -0.1 | -6 | 6 | 0.0
CC(CCn1cccn1)NCc1c(C(=O)N(C)CCc2ccccc2)nc2sccn12 (stereo not given) | 0.0 | -6 | -3 | 0.3
Cc1ccccc1N1C(=O)/C(=C/c2ccc3c(c2)OCO3)C(=O)NC1=S | -0.2 | 5 | 8 | -0.1
COC(=O)c1nc(N)n(-c2nc(-c3cccs3)cc(C(F)(F)F)n2)n1 | -0.1 | -2 | -5 | -0.7
CC(C)(C)CC(=O)Nc1ccccc1C(C)(C)C | 0.2 | 7 | -7 | 2.3
Cc1ccc(C2Nn3c(nnc3-c3ccccc3)SC2C(=O)NCC2CCCO2)cc1 (stereo not given) | -0.1 | 5 | 2 | -0.1
CCN1CCN(C(=S)c2cc(OC)c(OC)cc2OC)CC1 | 0.5 | -1 | 15 | -0.9
COc1ccc(-c2n[nH]c(=S)o2)cc1OC | 0.3 | -15 | 22 | -0.6
O=C(/C=C/c1ccc(Cl)cc1)Nc1ncc(Cc2ccc(F)cc2)s1 | -0.3 | 5 | 8 | -0.7
CCc1ccc2nc(C)cc(C(=O)N3CCc4nnc(C)n4CC3)c2c1 | 0.0 | 3 | -1 | 1.4
CN1C(=O)C(=O)/C(=C(\O)c2ccc(Cl)cc2)C1c1ccccc1F (stereo not given) | 0.8 | -9 | 6 | 0.1
CC(C)[C@@H]1NC(=O)[C@@H]2C[C@H](NCc3cccc(F)c3)CN2C1=O | 0.1 | 5 | 12 | 1.0
CCCNC(=S)Nc1c(C)n(C)n(-c2ccccc2)c1=O | 0.0 | 9 | 13 | -0.8
CC(C)CC(C(=O)C(C#N)c1ccccn1)N1C(=O)C2CC=CCC2C1=O (stereo not given) | -0.1 | -4 | -1 | -1.4
Cc1cc(NC(=O)COC(=O)c2cccc(S(=O)(=O)N3CCOCC3)c2)no1 | 0.0 | 5 | -10 | 2.0
COc1cc(Nc2cc(C)nc(Nc3ccncn3)n2)cc(OC)c1OC | 0.0 | -1 | 6 | -0.4
CCOc1ccc(N2C(=O)Nc3ccccc3S2(=O)=O)cc1 | -0.7 | 7 | 3 | 0.6
CCCCCCOc1ccc(NC(=O)c2cccc(C(=O)OC(C)C)n2)cc1 | 0.0 | -3 | 2 | 0.9
CCOC(=O)C1=C(C)N=c2s/c(=C\c3cc(I)c(OC)c(OC)c3)c(=O)n2C1c1ccc(OC)c(OC)c1 (stereo not given) | 0.1 | 2 | 8 | 1.0
c1ccc(CNc2ccc3ncc(-c4cc5ccccc5o4)n3n2)nc1 | 0.1 | 3 | 4 | -0.4
CCC1CCCCN1C(=O)c1cc2nc(-c3ccc(F)cc3)cc(C(F)(F)F)n2n1 (stereo not given) | 0.0 | 0 | 1 | 0.3
Cc1ccc2cccc(S(=O)(=O)Nc3ccc4c(c3)OCO4)c2n1 | -0.3 | -5 | -3 | -1.0
CC1(C)CC(=O)C2=C(C1)OC(=O)C2(NC(=O)c1cccs1)C(F)(F)F (stereo not given) | -0.1 | -5 | 1 | -1.1

Further results.
Molecule | FBW7 activator | TEAD-YAP inh | MITF inh | GPR151 activ
Cc1ccc(C)c(NC(=O)C2CCN(c3nc(C)cc(C)n3)CC2)c1 | -0.1 | -2 | -4 | 0.9
CCCCNC(=O)C(=O)NCc1cccs1 | 0.0 | -7 | -4 | 0.8
COC(=O)c1c(OCCc2ccsc2)cc(=O)n2c1CCN(C(=O)C1CCCO1)CC2 (stereo not given) | 0.8 | 8 | 4 | -0.8
O=C1OC(C2CCCCC2)=N/C1=C/c1ccc([N+](=O)[O-])cc1 | -0.1 | 1 | -5 | -1.1
Cc1ccc(CN[C@H]2C[C@H]3C(=O)N[C@@H](CC(C)C)C(=O)N3C2)cc1C | -0.3 | 5 | 8 | 1.8
Cc1cc(CN(C)C(=O)c2cccc(OC3CCN(CC(C)(C)C)CC3)c2)n[nH]1 | 0.0 | -6 | 6 | -0.6
COc1ccc(Cl)cc1NC(=O)C1CCN(c2ccc(-n3nc(C)cc3C)nn2)CC1 | -0.2 | 11 | 12 | 0.1
Cc1coc2cc3oc(=O)c(CC(=O)O)c(C)c3cc12 | -0.1 | 4 | 7 | 2.1
C#CCOc1nc2c(c(=O)n(C)c(=O)n2C)n1Cc1ccc(F)cc1 | 0.0 | -7 | 0 | -0.6
COc1cc(/C=C(\C#N)c2cc(OC)c(OC)cc2[N+](=O)[O-])c([N+](=O)[O-])cc1OC | -0.1 | 3 | 3 | 0.8
Cc1ccc(/C(O)=C2\C(=O)C(=O)N(c3c(C)n(C)n(-c4ccccc4)c3=O)C2c2ccccc2)cc1 (stereo not given) | 0.0 | -5 | 5 | 0.1
Cc1ccc(-n2c(C)cc(/C=N/Nc3ncnc(N)c3[N+](=O)[O-])c2C)c(C)c1 | -0.5 | -14 | 13 | 0.0
C/C(Cc1c[nH]c2ccccc12)=N\NC(N)=S | -0.1 | 2 | 11 | 0.5
COc1ccc(NC(=O)NCCCN2CCN(c3cc(OC)ccc3OC)CC2)cc1 | -0.1 | 3 | 24 | 0.3
Cc1ccc(-c2[nH]c3ccccc3c2C)cc1 | 0.0 | -24 | 7 | -0.3

Brought forward from above: 3 compounds; new compounds follow.
Compound,FBW7 activator,TEAD-YAP inh,MITF inh,GPR151 activ
C/C(Cc1c[nH]c2ccccc12)=N\NC(N)=S,-0.1,2,11,0.5
COc1ccc(NC(=O)NCCCN2CCN(c3cc(OC)ccc3OC)CC2)cc1,-0.1,3,24,0.3
Cc1ccc(-c2[nH]c3ccccc3c2C)cc1,0.0,-24,7,-0.3
Cc1ccccc1NC(=O)c1ccccc1O,0.0,-12,-2,0.9
CCOC(=O)C1=C(NC(=O)Cc2ccccc2)c2ccccc2CC1(CC)CC,0.1,-1,14,0.5
Cc1ccc(S(=O)(=O)Nc2cc3c4c(oc3c3ccccc23)CC(C)CC4)cc1 (stereo not given),0.0,2,13,-1.4
Cc1ccc(C(=O)N/C(=C\c2ccc(F)cc2)C(=O)NCCN2CCOCC2)cc1,-0.1,1,-13,2.1
CC(C)(C)NC(=O)CSc1ncccc1-c1nc2ccccc2[nH]1,-0.1,-2,5,-0.6
CC(NC(=O)CN1C(=O)/C(=C\c2ccc(F)cc2)Oc2ccccc21)c1ccccc1 (stereo not given),-0.1,-4,5,-0.2
CC(=O)CSc1ncc(-c2ccc([N+](=O)[O-])cc2)[nH]1,-0.4,-57,-1,-0.9
Cc1ccc(NC(=O)N2C(=O)C(=O)c3ccccc32)cc1C,0.0,-17,11,0.2
CCCCc1[nH]nc2c1C(c1ccc(F)cc1F)C(C#N)=C(N)O2 (stereo not given),-0.1,-6,-9,1.2
COc1ccc(N2CCN(Cc3ccc(F)cc3)C2=O)cc1,0.2,-12,-6,1.1
O=C(CNc1ccccc1N1CCOCC1)N1CCc2ccccc21,0.0,-4,-7,-0.2
CCc1ccc(NC(=O)c2ccc(N3CCc4ccccc4C3)c([N+](=O)[O-])c2)cc1,0.2,0,13,-0.8
CCc1c(C)nc(SCC(=O)Nc2nnc(C)s2)[nH]c1=O,-0.1,1,12,0.9
Cc1cc(=O)[nH]c(NC2CCN(C(=O)c3ccc4c(c3)OCO4)CC2)n1,-0.1,-10,4,0.4
CC(=O)c1sc2nc(C(F)(F)F)nn2c1C,0.2,5,6,0.8

Some entries already given, reduced to FBW7 activator:
Molecule | FBW7 activator
CCOC(=O)C1=C(NC(=O)Cc2ccccc2)c2ccccc2CC1(CC)CC | 0.1
Cc1ccc(S(=O)(=O)Nc2cc3c4c(oc3c3ccccc23)CC(C)CC4)cc1 (stereo not given) | 0.0

(more compounds)
Compound,FBW7 activator,TEAD-YAP inh,MITF inh,GPR151 activ
Cc1cccc(NC(=O)C(=O)N=Nc2c(O)[nH]c3ccc([N+](=O)[O-])cc23)c1,-0.3,-12,-9,0.8
O=C(O)c1cccc(NS(=O)(=O)c2ccc3nnn(O)c3c2)c1,0.0,-4,-9,1.2
CC1=C(C(=O)Nc2ccccc2C(F)(F)F)C(c2ccc3c(c2)OCO3)C2=C(CC(c3ccccc3)CC2=O)N1 (stereo not given),0.5,5,10,-1.1
Cc1cc(NCc2c(F)cccc2Cl)n2ncnc2n1,-0.1,6,10,-0.3
CN(C)c1cccc(-c2ccc(C(=O)NCc3ccco3)c(N(C)C)n2)c1,0.2,-34,-4,-0.2
O=C(c1ccc2c(c1)[nH]c(=S)n1c3ccccc3nc21)N1CCN(c2ccc(F)cc2)CC1,0.3,5,12,-1.3
COc1ccc(C(=O)O)cc1NC(=S)NC(=O)c1ccccc1OC,0.0,4,11,0.8
CN(C)CCNCCCOc1cccc(C(F)(F)F)c1,0.1,-1,-11,0.4
COc1ccc(C(=O)NC(=O)N2CCCCC2)cc1,0.2,4,6,0.9

Screening results: PubChem BioAssay, The Scripps Research Institute Molecular Screening Center

An unsorted share of the library; about 3.4% have a hit in one of these screens.
